Screening data (PubChem)
Fluorescein autfl: fluorescein region autofluorescence | 59,000 compounds, 0.91% hits | max fluorescein-equivalent concentration, M | AID 593 | Compound autofluorescence, 480/540 nm, fluorescein-equivalent; stronger effect = higher value; in the data active = max fluorescein-equivalent concentration above about 10 nM; inconclusive = between about 1.1 nM and that limit
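Each compound is tested across a concentration series in 100 mM Tris buffer at pH 8.0. After 15 min at room temperature, plates are imaged with 480 nm excitation and 540 nm emission filters, and intensities are converted to fluorescein-equivalent values.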
Ub-GFP proteasome: inhibits proteasome, raising ubiquitin-GFP reporter fluorescence | Ubiquitin-GFP reporter cells, proteasome inhibition, GFP fluorescence; response scale: untreated = 0%, 10 µM MG-132 = 100% | Potency, µM (series often up to 45.9 µM), for the others: at the highest dose activation (GFP accumulation), usual class: activators | 67,000 tested, under 10 active; active = well fitted activation curve with a large enough effect, not every such curve was filed as active; inconclusive = small, poorly fitted or top-dose-only effect, or another doubt; inactive = no such curve, though single readings can be large or run the other way; note: potency is the fitted concentration of half-maximal effect
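U2OS cells stably expressing ubiquitin(G76V)-GFP, seeded overnight in 0.5% FBS medium, were exposed to compounds (qHTS, 46 uM to 2.9 nM) for 4 hr at 37 °C. GFP-positive cells were counted by laser cytometry (488 ex/515 em), normalized between basal and 10 uM MG-132.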
CRE-bla Fsk: CRE-bla signaling modulation under forskolin stimulation | 71,000 compounds, 2.5% hits | CHO CRE-bla reporter (cAMP response element driving beta-lactamase), forskolin EC10, beta-lactamase ratio | Potency, µM (top dose mostly 38.2 µM), for inactives: top-dose activity change, negative = inhibition, actives largely listed as activators; active = well fitted activation curve with a large enough effect in the signal ratio, with a control signal flat, not every such curve was filed as active; inconclusive = small, poorly fitted or top-dose-only effect, or effect the other way, or a change in a side signal; the % refers to the signal ratio; note: potency is the fitted concentration of half-maximal effect; % of control where 0% means no effect
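Beta-lactamase reporter under a cAMP responsive element in CHO cells; compounds tested in titration series against EC10 NKH 477, 3 h at 37 °C. Read-out: CCF4 FRET ratio 460nm/530nm (excitation 405nm) giving %Activity, fitted to AC50.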
TexasRed autofl: compound fluoresces in the Texas Red spectral region | Compound fluorescence, Texas Red channel, 547/618 nm; stronger effect = higher value | max dye-equivalent concentration, M | 59,000 compounds, 0.06% hits; in the data active = max dye-equivalent concentration above about 10 nM; inconclusive = between about 1.1 nM and that limit
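Spectral interference profiling: each compound concentration's relative fluorescence, read with a 547 nm excitation and 618 nm emission filter pair, was normalized to a per-plate Texas Red standard curve.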
ERK AVP block: vasopressin-driven ERK pathway inhibition. HEK293-V1b, vasopressin-stimulated pERK AlphaScreen. Potency, µM (highest dose often 57.5 µM), for the others: at the top dose activity, negative = inhibition, usual class: inhibitors. 72,000 compounds, 0.99% hits. AID 995; note: potency is the fitted concentration of half-maximal effect; % is set by controls: 0 for no effect and ±100 for the full control effect; nearly all actives have a fitted effect of over 55% in size
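HEK293 cells stably expressing V1b receptor, seeded overnight in 1% FBS, were treated with compounds for 30 min at 37C, then stimulated 5 min with 25 nM vasopressin; phospho-ERK read by AlphaScreen SureFire after lysis.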
A350 autofl: A350 region autofluorescence | Compound autofluorescence, 340/450 nm, Alexa 350 dye-equivalents; stronger effect = higher value | max dye-equivalent concentration, M | 59,000 compounds, 11% hits | AID 590; in the data active = max dye-equivalent concentration above about 10 nM; inconclusive = mostly about 1.1 nM to 9.6 nM
HBB splicing: alters splicing of the hemoglobin beta chain; HBB splicing reporter cell assay, activation; EGFP reporter with mutant IVS2-654 intron; response scale: normalised to 500 nM splice-correcting PNA; Potency, µM (series often up to 46.1 µM), inactives show top-dose activation, usual class: activators; 65,000 compounds, 0.06% hits; AID 925; note: potency is the fitted concentration of half-maximal effect; 0% is about no effect
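Compounds were applied for 2 days to HeLa EGFP-654 cells, 500/well in Optimem with 2% FCS. The reporter's EGFP is disrupted by mis-splicing of beta-globin intron IVS2-654. Readout: summed well GFP fluorescence from 488 nm laser scanning; reference was 500 nM antisense […] 654 PNA.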
GFP derepression: derepresses silenced GFP locus in mouse C127i cells | 68,000 compounds, 0.09% hits | AID 597 | mouse C127i GFP locus derepression, cytometry, 30 h | Potency, µM (top dose mostly 46.1 µM), without a hit: top-dose GFP derepression (activation); note: % of control where 0% means no effect
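Locus derepression in mouse mammary C127i cells whose integrated CMV-GFP reporter is normally silent; GFP expression after 30 h compound treatment was quantified by counting fluorescent cells.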
Hsp90 Hop PPI: changes Hsp90-Hop TPR2A binding signal, up or down | AlphaScreen TPR2A-His6 binding biotin-Hsp90 C-terminal peptide | Potency, µM (series often up to 57 µM), for the others: at the highest dose activity change, negative = inhibition | 71,000 compounds, 0.44% hits | AID 595; active = well fitted curve in either direction with a large enough effect; inconclusive = small, poorly fitted or top-dose-only effect, or another doubt; note: potency is the fitted concentration of half-maximal effect; % is set by controls: 0 for no effect and ±100 for the full control effect; many of its hits are not listed in these tables
Luciferase inh: blocks Photinus pyralis firefly luciferase activity | 72,000 compounds, 2.2% hits | purified firefly luciferase, luminescence, 8 min | P08659 | Potency, µM (doses to about 57.1 µM), for the others: at the highest dose activity change, negative = inhibition, actives largely listed as inhibitors; note: potency is the fitted concentration of half-maximal effect; % is set by controls: 0 for no effect and ±100 for the full control effect; nearly all actives have a fitted effect of over 40% in size
Target sequence (P08659 whole entry, looked up): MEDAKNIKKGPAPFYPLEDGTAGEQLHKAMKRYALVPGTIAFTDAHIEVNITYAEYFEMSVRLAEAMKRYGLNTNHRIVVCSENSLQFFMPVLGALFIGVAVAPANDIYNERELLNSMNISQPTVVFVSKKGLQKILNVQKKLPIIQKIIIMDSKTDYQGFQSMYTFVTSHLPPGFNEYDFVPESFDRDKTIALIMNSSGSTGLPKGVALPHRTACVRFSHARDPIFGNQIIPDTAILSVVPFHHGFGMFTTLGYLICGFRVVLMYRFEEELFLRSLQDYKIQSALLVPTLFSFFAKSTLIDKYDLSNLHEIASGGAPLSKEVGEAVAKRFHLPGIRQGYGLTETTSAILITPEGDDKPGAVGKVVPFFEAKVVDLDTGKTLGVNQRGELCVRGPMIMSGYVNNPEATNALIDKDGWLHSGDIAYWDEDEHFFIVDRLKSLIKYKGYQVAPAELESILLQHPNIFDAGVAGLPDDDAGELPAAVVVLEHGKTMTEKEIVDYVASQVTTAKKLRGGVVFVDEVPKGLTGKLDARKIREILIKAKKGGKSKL
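Firefly luciferase (PKLight detection mix) with 10 uM ATP in pH 7.2 imidazole buffer (KCl, MgCl2, Tween 20, BSA). Compounds tested across a concentration series (qHTS). Luminescence read after 8 min at ambient temperature.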
4MU fluor: compounds fluorescent in 4-MU spectral region; compound autofluorescence, 340/450 nm, 4-MU equivalents; stronger effect = higher value; max dye-equivalent concentration, M; 59,000 compounds, 11% hits; in the data active = max dye-equivalent concentration above about 10 nM; inconclusive = mostly about 1.1 nM to 9.6 nM
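Compounds in 100 mM Tris, pH 8.0, sat 15 min at room temperature before fluorescence was read at 340 nm excitation/450 nm emission; a per-plate six-point 4-MU standard curve converted signals to dye-equivalent concentration at each compound concentration.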
* hit, by the source's call; i = inactive; ? = inconclusive; nt = not tested or not shown; [ ] = another dose, or the depositor's remark. Unless noted, calls come from the whole dose curve; as a rule, active = well fitted curve in the direction sought with a large enough effect; inconclusive = small, poorly fitted or top-dose-only effect, or another doubt; inactive = no such curve, though single readings can be large; an effect the other way counts as inactive or inconclusive.

SMILES | Fluorescein autfl | Ub-GFP proteasome | CRE-bla Fsk | TexasRed autofl | ERK AVP block | A350 autofl | HBB splicing | GFP derepression | Hsp90 Hop PPI | Luciferase inh | 4MU fluor
O=C(Cc1ccccc1)Nc1nnc(-c2cccs2)s1 | i | 0.6% | -0.1% | i | -14.3% | 2.48e-08M* | -4.3% | -3.9% | -3.2% | 0.5% | 2.66e-08M*
O=C(CN1CCC(c2nc3ccccc3[nH]2)CC1)Nc1ccc2c(c1)OCO2 | i | -6.6% | -5.0% | i | 27.0% | i | nt | -2.6% | -5.9% | -1.9% | i
N=c1c2c(n(Cc3ccc(F)cc3)c3c1CCC3)CCC2 | nt | 9.9% | -6.4% | nt | -1.9% | nt | -1.8%[9.22 µM] | -2.2% | -0.8% | -2.6% | nt
CC(C)N1C(=O)CCC1C(=O)NC1CCCC1 (stereo unspecified) | i | 0.6% | 1.3% | i | 5.9% | 1.13e-08M* | -1.7%[57.5 µM] | 6.8% | -2.5% | 3.2% | ?
O=C(/C=C\Nc1cccc(F)c1)c1ccc2c(c1)OCO2 | nt | 17.9%[9.17 µM] | ? | nt | -10.3% | nt | -3.5%[0.0738 µM] | 0.4% | -6.1%[11 µM] | 0.398µM* | nt
CC(=O)N1CCC2(CC1)CCN(c1ccncc1)CC2 | i | -6.7% | -0.2% | i | -2.7% | i | -0.4% | 0.0%[9.22 µM] | 3.4% | 0.4%[11.4 µM] | i
O=C(CN1CCCCC1)Nc1nnc(-c2ccccc2)s1 | nt | 14.8%[9.17 µM] | ? | nt | -10.7% | nt | -2.6%[0.0738 µM] | -1.5% | -4.2%[11 µM] | -2.1% | nt
CC(C)C[C@H](N)CSSC[C@@H](N)CC(C)C | ? | 1.6% | -16.1% | i | -24.0% | i | 1.5% | ? | -4.7% | 0.9% | i
CCOC(=O)c1oc2cccc(OCC(O)CNC(C)C)c2c1C (stereo unspecified) | ? | nt | ? | i | -0.8% | ? | 3.6%[0.369 µM] | -2.1% | -4.1% | -1.5% | i
COc1ccccc1N1C(=O)C2C3C=CC(C3)C2(C)C1=O (stereo unspecified) | nt | 20.8% | 6.6% | nt | 19.3% | nt | -0.5%[9.22 µM] | 0.0% | 0.9% | 1.7% | nt
CCCc1cc(N2CCCC(C(=O)Nc3cc(Cl)ccc3OC)C2)n2ncnc2n1 (stereo unspecified) | i | -2.5% | ? | i | -25.7% | i | nt | 1.7% | -3.1% | 0.5% | i
Cc1ccc2occ(C(=O)c3ccco3)c(=O)c2c1 | nt | -1.4% | -1.1% | nt | 4.6% | nt | -0.1%[9.22 µM] | 1.2% | -4.0% | -10.1% | nt
CCc1cc(C=NC2CCCCC2)c(O)s1 | ? | -10.9% | ? | ? | ? | i | -7.1% | 2.4% | -11.5% | -9.3% | i
Cc1ccc(N2C(=O)CSC2c2cccnc2)cc1F (stereo unspecified) | i | 8.7% | ? | i | -6.3% | ? | -1.4% | -1.0% | -1.1% | 3.2% | i
COc1cc(CC(=O)NCc2ccc3c(c2)OCO3)cc(OC)c1OC | i | 5.0% | -6.7% | i | ? | i | -0.2%[57.5 µM] | 0.0% | 0.2% | -1.5% | i
CCOC(=O)c1nnn(-c2nonc2N)c1COc1ccccc1 | nt | -8.7% | -4.3% | nt | -3.4% | nt | 1.2% | 0.0% | -1.2% | -1.3% | nt
COc1ccc(CCC(=O)Nc2nc3c(s2)CN(C)CC3)cc1OC | i | -0.7% | 2.8% | i | 2.6% | 1.61e-08M* | 1.3%[57.5 µM] | 0.0% | -5.7% | 0.8% | 1.07e-08M*
COc1ccc(CCNC(=O)CCS(=O)(=O)c2ccc3c(c2)CCN3C(C)=O)cc1OC | i | -10.8% | ? | i | -8.7% | i | -2.0% | 0.0% | 2.0% | -2.4% | i
O=C(NCCN1CCOCC1)c1csc2c1CCCCC2 | i | 2.4% | ? | i | 36.9%[activator] | i | -1.9% | -0.1% | 0.2% | -0.1% | i
COC(=O)C1C(O)=C(C(C)=N)C(=O)CC1(C)C (stereo unspecified) | nt | 13.0% | 0.4% | nt | -18.8% | nt | 0.1% | 0.0% | -5.4% | 2.1% | nt
CCCCN(C)Cc1c(C)[nH]c2c(Cl)cccc2c1=O | i | 19.7% | 11.0% | ? | 5.7% | i | -1.4% | 1.0% | -0.3% | 0.0% | i
Cc1nc(C)c(NC(=O)N2CCc3ccccc32)cc1NC(=O)N1CCc2ccccc21 | i | -0.4% | -20.6% | i | -14.2% | i | -0.1%[57.5 µM] | 2.0% | -2.2% | 1.2% | i
CN1CCN(c2nc(-c3ccccc3)nc3c2oc2ccccc23)CC1 | i | 11.6% | 9.3% | i | 3.0% | i | 2.2% | -2.1% | -7.0% | 3.1% | i
CNc1oc(Cc2cccc3ccccc23)nc1C#N | ? | 13.3% | -14.6% | i | -4.0% | i | 3.5% | -2.6% | -11.5% | 2.1% | i
Cc1ccc(S(=O)(=O)N2CCN(c3nc(C)nc4sc(C)c(C)c34)CC2)cc1 | ? | 0.6% | 6.8% | ? | 0.2% | i | -1.2% | 1.0% | -5.0% | 1.4% | i
Cc1csc(NC(=O)CSc2nsc(SCC(=O)Nc3nc(C)cs3)c2C#N)n1 | i | nt | nt | ? | nt | i | nt | -2.4%[20.6 µM] | nt | -20.5%[25.5 µM] | i
CC(=O)N1CCc2cc(S(=O)(=O)NC(CC(C)C)C(=O)N3CCc4ccccc4C3)ccc21 (stereo unspecified) | ? | 0.4% | ? | i | 26.3% | i | -3.8% | -2.2% | -3.6% | 0.5% | i
COc1ccc(N2C(=O)CCC(C(=O)O)C2c2ccc(F)cc2)cc1 (stereo unspecified) | i | -1.3% | -18.8% | i | 12.9% | ? | 0.4% | -1.4% | -0.4% | 4.0% | ?
CCOC(=O)Cc1csc(SCn2nnc3ccccc3c2=O)n1 | i | 7.1% | ? | i | 13.5% | i | 1.0%[1.84 µM] | 0.0% | 0.4% | 0.3% | i
COc1ccccc1OCCn1c(=O)sc2ccccc21 | i | 4.0% | 0.0% | i | -8.4% | i | -0.3%[57.5 µM] | -2.3% | -0.6% | -2.8% | i
CCOc1cc(-c2nc(-c3ccc(OC)cc3)no2)cc(OCC)c1OCC | nt | 2.9%[9.17 µM] | ? | nt | 14.3% | nt | -3.0%[0.0738 µM] | -3.6% | 0.1%[11 µM] | 0.8% | nt
O=C(C1CCC(CNc2c(N3CCOCC3)c(=O)c2=O)CC1)N1CCN(c2ccccc2)CC1 (stereo unspecified) | nt | -8.1% | -17.5% | nt | -15.0% | nt | -0.3% | -3.4% | -2.3% | -0.3% | nt
COc1ccc(CCNC(=O)CSc2nnc(Cn3c(=O)sc4ccccc43)n2C)cc1OC | i | 22.9% | -3.9% | i | 4.6% | i | 8.2%[1.84 µM] | -2.0% | -1.5% | -0.7% | i
CSCCC(Nc1nc2ccccc2s1)C(=O)O (stereo unspecified) | i | 1.3% | 5.6% | i | 8.6% | i | -0.4%[57.5 µM] | -1.0% | 0.1% | 1.9% | i
Cc1ccc(O)c(C(=O)c2cnc3c(c2)CN(CCC(C)C)C(=O)N3)c1 | i | 17.9% | 2.0% | i | 9.7% | i | 0.8% | 0.0% | -2.8% | -1.8% | i
Cc1cc(C)nc(NS(=O)(=O)c2ccc(-n3cccc3)cc2)n1 | ? | -0.6% | -1.3% | ? | -23.2% | i | -0.7% | -4.1% | -8.5% | 0.0% | i
COc1cccc2sc(N3CCN(c4nc5ccccc5s4)CC3)nc12 | ? | -0.1% | 8.8% | i | -13.8% | i | -0.2%[57.5 µM] | 0.0% | -3.6% | 1.3% | i
c1ccc(-c2csc(Nc3nc(N4CCOCC4)nc(N4CCOCC4)n3)n2)cc1 | nt | -5.4% | 2µM* | nt | -26.4% | nt | 0.0% | -1.8% | -2.7% | 1.9% | nt

Three of the entries above in order of the A350 autofl value, smallest number first.
structure	Fluorescein autfl	CRE-bla Fsk	A350 autofl	Hsp90 Hop PPI	Luciferase inh	4MU fluor
CC(C)N1C(=O)CCC1C(=O)NC1CCCC1 (stereo unspecified)	i	1.3%	1.13e-08M*	-2.5%	3.2%	?
COc1ccc(CCC(=O)Nc2nc3c(s2)CN(C)CC3)cc1OC	i	2.8%	1.61e-08M*	-5.7%	0.8%	1.07e-08M*
O=C(Cc1ccccc1)Nc1nnc(-c2cccs2)s1	i	-0.1%	2.48e-08M*	-3.2%	0.5%	2.66e-08M*

Not all compounds are listed. The share of hits here may be higher or lower than overall.
